# MBNL1 CUG block: inhibitors of human MBNL1 binding to CUG repeat RNA. Q9NR56. TR-FRET MBNL1-His/biotin-(CUG)12 binding, 665/545 ratio. Potency, µM (top dose mostly 57.5 µM), inactives show at the top dose activity change, negative = inhibition, most hits filed as inhibitors. 0.036% of 280,000 active; active = well fitted inhibition curve with a large enough effect in the signal ratio, with a control signal flat, not every such curve was filed as active; inconclusive = small, poorly fitted or top-dose-only effect, or effect the other way, or a change in a side signal; inactive = no such curve, though single readings can be large or run the other way; the % refers to the signal ratio; note: potency is the fitted concentration of half-maximal effect; % is set by controls: 0 for no effect and ±100 for the full control effect
#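 Compounds (final 92 nM to 58 uM) are added to His-tagged MBNL1 and biotin-(CUG)12, then terbium anti-His antibody and streptavidin-XL665 (5 nM final). After 60 min at room temperature, the 665/545 nm ratio is read.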
# RORgamma inh: inhibitors of mouse ROR gamma transcriptional activity; P51450; Drosophila S2 Gal4-RORgamma UAS-luciferase reporter, 20 h; Potency, µM (titrated, usually from 53.6 µM), for the others: at the highest dose activity change, negative = inhibition, most hits filed as inhibitors; 5.4% of 310,000 active; note: potency is the fitted concentration of half-maximal effect; % is set by controls: 0 for no effect and ±100 for the full control effect; nearly all actives have a fitted effect of over 60% in size
# Target sequence (P51450 whole entry, looked up, the tested form may be a part): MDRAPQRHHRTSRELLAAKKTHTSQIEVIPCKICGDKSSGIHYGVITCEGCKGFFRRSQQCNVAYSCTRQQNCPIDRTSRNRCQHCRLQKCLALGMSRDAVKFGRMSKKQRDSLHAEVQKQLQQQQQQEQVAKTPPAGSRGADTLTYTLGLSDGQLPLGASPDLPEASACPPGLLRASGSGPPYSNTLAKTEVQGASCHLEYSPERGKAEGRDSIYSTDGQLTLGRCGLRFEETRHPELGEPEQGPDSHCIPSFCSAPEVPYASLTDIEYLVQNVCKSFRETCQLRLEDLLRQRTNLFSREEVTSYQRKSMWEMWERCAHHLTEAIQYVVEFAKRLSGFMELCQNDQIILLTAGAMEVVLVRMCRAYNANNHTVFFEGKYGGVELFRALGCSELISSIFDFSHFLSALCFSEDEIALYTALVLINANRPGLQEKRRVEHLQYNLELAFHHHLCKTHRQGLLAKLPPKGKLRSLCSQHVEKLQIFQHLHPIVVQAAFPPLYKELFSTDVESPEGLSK
#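 Stable Schneider cell line, Gal4 DNA-binding domain fused to ROR gamma, UAS-luciferase. Cmpd 1 hr RT → CuSO4 700 uM final → 20 hr RT → luciferase reagent 10 min → luminescence.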
# NPC1 promoter act: activates the NPC1 promoter; Huh7 NPC1 promoter luciferase reporter, 24 h; Potency, µM (titrated, usually from 9.22 µM), for inactives: at the top dose activation, actives largely listed as activators; 2.4% of 320,000 active;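 note: potency is the fitted concentration of half-maximal effect; % of control where 0% means no effect; nearly all actives have a fitted effect of over 60% in size; reporter is driven by a mutant NPC1 promoter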
#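 Stable NPC1-promoter luciferase Huh7 line; cpd (DMSO) 24 h, 37 °C, 5% CO2; Amplite luciferase reagent 10 min RT; luminescence readout. qHTS format.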
# PKM2 act: increases activity of human pyruvate kinase M2; P14618; purified PKM2, Kinase-Glo ATP luminescence, activation; response scale: 0% is enzyme alone, no compound; Potency, µM (top dose mostly 57.5 µM), inactives show at the top dose activation, actives largely listed as activators; 0.34% of 260,000 active; AID 1631; note: potency is the fitted concentration of half-maximal effect; % is set by controls: 0 for no effect and ±100 for the full control effect; nearly all actives have a fitted effect of over 55% in size
# Target sequence (P14618 whole entry, looked up): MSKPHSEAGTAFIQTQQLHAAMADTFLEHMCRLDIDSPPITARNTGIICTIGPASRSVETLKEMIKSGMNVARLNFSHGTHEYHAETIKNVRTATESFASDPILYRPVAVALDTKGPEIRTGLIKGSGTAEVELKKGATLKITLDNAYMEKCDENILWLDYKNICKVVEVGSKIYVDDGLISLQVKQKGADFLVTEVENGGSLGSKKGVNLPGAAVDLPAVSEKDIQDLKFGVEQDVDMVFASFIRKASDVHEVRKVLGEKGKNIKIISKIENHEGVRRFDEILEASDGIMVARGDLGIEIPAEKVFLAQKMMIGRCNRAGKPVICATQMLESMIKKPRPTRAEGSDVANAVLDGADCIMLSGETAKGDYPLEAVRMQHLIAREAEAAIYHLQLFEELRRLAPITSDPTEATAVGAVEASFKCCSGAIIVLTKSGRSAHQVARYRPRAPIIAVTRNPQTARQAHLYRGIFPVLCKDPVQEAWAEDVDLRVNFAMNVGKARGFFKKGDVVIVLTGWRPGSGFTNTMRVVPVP
#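 ATP formation by purified human PK-M2, quantified via coupled luciferase luminescence after 1 h at room temperature with 0.1 mM ADP and 0.5 mM PEP final.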
# Mito fusion yeast: mitochondrial division inhibition or fusion activation. S. cerevisiae fusion-defective mutant growth rescue, CellTiterGlo 48 h. Potency, µM (titrated, usually from 46.1 µM), inactives show top-dose growth rescue (activation), actives largely listed as activators. 0.23% of 320,000 active;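 note: potency is the fitted concentration of half-maximal effect; % of control where 0% means no effect; nearly all actives have a fitted effect of over 45% in size; temperature-sensitive fusion mutants such as fzo1-1 at 37 °C on non-fermentable ethanol glycerol medium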
#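 Temperature-sensitive fusion-defective S. cerevisiae (e.g. fzo1-1, mgm1-5) were grown with compound in YPEG medium (3% ethanol, 3% glycerol) for 48 hours at 37C. Growth rescue was measured as viability by CellTiterGlo luminescence after 10 minutes at ambient.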
# ELG1 DNA repair: ELG1-dependent DNA repair inhibition; HEK293T ELG1-luciferase reporter, luminescence, 16 h; DNA damage induced by 5-fluorouridine; Potency, µM (top dose mostly 46.1 µM), without a hit: at the top dose activity change, negative = inhibition, usual class: inhibitors; 2.3% of 330,000 active; AID 504467; note: potency is the fitted concentration of half-maximal effect; % is set by controls: 0 for no effect and ±100 for the full control effect; nearly all actives have a fitted effect of over 55% in size
#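 Cells (2,000 per well) received 5-fluorouridine plus test compound or DMSO and were incubated 16 hr at 37 °C, 5% CO2. Luciferase activity was read by luminescence 30 min after ONE-Glo addition; signal suppression marked inhibition of damage-induced ELG1 function.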
# Gal4-VP16 FLuc: Gal4-VP16 reporter inhibition counter-screen; AID 2546; Potency, µM (titrated, usually from 53.6 µM), for the others: at the top dose activity, negative = inhibition, hits mostly inhibitors; Drosophila S2 Gal4-VP16 UAS-luciferase, luminescence, 20 h; 3.5% of 310,000 active;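 note: Gal4-VP16 expression switched on by copper sulfate through the metallothionein promoter; potency is the fitted concentration of half-maximal effect; % is set by controls: 0 for no effect and ±100 for the full control effect; nearly all actives have a fitted effect of over 50% in size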
# FLuc modulator: counter-screen for miR-21 project: firefly luciferase inhibitors or activators; 6.9% of 360,000 active; Potency, µM (highest dose often 57.5 µM), for the others: at the top dose activity change, negative = inhibition, most hits filed as inhibitors; P08659; purified FLuc, Km substrates, luminescence inhibition;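 note: potency is the fitted concentration of half-maximal effect; plate controls were vehicle for no effect and reference inhibitor for full effect; nearly all actives have a fitted effect of over 55% in size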
#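 Purified P. pyralis luciferase (10nM final) with 10uM D-luciferin and 10uM ATP (Km levels) in 50mM Tris acetate pH 7.5, 10mM Mg acetate, 0.01% Tween-20, 0.05% BSA; qHTS 6-point titration, ~60 µM downward; luminescence read.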
# Menin MLL FP TR: displaces Texas Red mutant MLL peptide from human menin | Menin + Texas Red MLL mutant peptide, fluorescence polarization | 0.23% of 270,000 active | Potency, µM (top dose mostly 61.6 µM), without a hit: at the highest dose FP activity change, negative = inhibition, hits mostly inhibitors; active = well fitted inhibition curve with a large enough effect in the polarisation, with a control signal flat, not every such curve was filed as active; inconclusive = small, poorly fitted or top-dose-only effect, or effect the other way, or a change in a side signal; inactive = no such curve, though single readings can be large or run the other way; the % refers to the polarisation; note: potency is the fitted concentration of half-maximal effect; % of control where 0% means no effect; many of its hits are not listed in these tables
# Rab9 prom act: activates the Rab9 promoter. Huh7 Rab9 promoter-luciferase reporter, luminescence, 24 h. Potency, µM (top dose mostly 9.22 µM), for the others: at the highest dose activation, negative = inhibition, usual class: activators. 2.8% of 320,000 active; note: potency is the fitted concentration of half-maximal effect; % of control where 0% means no effect; nearly all actives have a fitted effect of over 60% in size
#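 Luciferase signal after 10 min detection reagent at ambient indicates Rab9 promoter upregulation; stably transfected Huh7 cells were treated 24 h with compound in DMSO at 37 °C, 5% CO2.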
# KCNH2 3.1 block: blocks the human KCNH2 3.1 channel isoform | AID 720553 | U2OS KCNH2 3.1, thallium flux FluxOr; active compounds read low | 0.95% of 340,000 active | activity change, % (tested at about 1.8 µM);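 active = maximum activity change below -70%; inconclusive = maximum activity change from -70% to -50%; inactive = maximum activity change above -50%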;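 note: thallium influx rate constant from kinetic fluorescence after stimulation buffer; % is set by controls: 0 for no effect and ±100 for the full control effect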
#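 Thallium flux via FluxOr fluorescence (Red40 quencher, 45 min loading) in U2OS cells virally expressing the KCNH2 3.1 isoform (1.77 x 10^8 /mL virus, overnight at 37 C). Rate constants from 2-min kinetic reads post-stimulation, normalised to positive and negative controls.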
# Active calls of the source: *; ? = inconclusive; . = not tested or not shown; [ ] = remark or other dose. Unless noted, calls come from the whole dose curve; as a rule, active = well fitted curve in the direction sought with a large enough effect; inconclusive = small, poorly fitted or top-dose-only effect, or another doubt; inactive = no such curve, though single readings can be large; an effect the other way counts as inactive or inconclusive.
SMILES,MBNL1 CUG block,RORgamma inh,NPC1 promoter act,PKM2 act,Mito fusion yeast,ELG1 DNA repair,Gal4-VP16 FLuc,FLuc modulator,Menin MLL FP TR,Rab9 prom act,KCNH2 3.1 block
O=C(O)CCCC(=O)N1CCN(c2nc(-c3ccccc3)c3ccccc3n2)CC1,16%,16%,-3%,1%,-3%,0%,1%,6%,14%,-7%,-8
Cc1cc(C)c(C2=CC(=O)C[C@H](c3ccc4c(c3)OCO4)C2)c(C)c1,.,.,-1%,.,22%,?,.,3%,.,-3%,-16
CS(=O)(=O)c1nc(S(=O)(=O)c2ccc(Cl)cc2)c(N2CCC(O)CC2)s1,-3%,-15%,-2%,.,-2%,-3%,16%,-1%,.,0%,14
O=c1[nH]c2cc3c(cc2cc1C(c1nnnn1Cc1ccccc1)N1CCN2CCCC2C1)OCCO3 (centres undefined),10%,21%,3%,-4%,-3%,4%,0%,-18%,3%,8%,13
O=C(NC1CCCc2ccccc21)C1CCN(S(=O)(=O)c2ccccc2)CC1 (centres undefined),-14%,2%,-2%,17%,10%,-16%,-2%,7%,5%,-1%,7
COc1ccc2[nH]c3c(c2c1)CCN1C(=O)N([C@@H](C)C(=O)NC2CCN(Cc4ccccc4)CC2)C(=O)[C@]31C,-5%,-5%,1%,-1%,1%,-12%,-5%,2%,-15%,-7%,-7
O=C(/C=C/c1ccco1)NCC1CCCO1 (centres undefined),-9%,2%,-5%,5%,1%,14%,25%,-6%,-11%,4%,-5
Cc1nccc(-c2sc(-c3cccs3)nc2C)n1,?,13%,-3%,0%,4%,?,21%,15µM*,.,?,14
c1cnc2ccc(C(c3nnnn3C3CCCCC3)N3CCN4CCCC4C3)cc2c1 (centres undefined),-1%,7%,-1%,3%,-2%,16%,-25%,4%[2.3 µM],-17%,1%,-27
CC(=O)c1cccc(OC(=O)C2=CC=CN3CCS(=O)(=O)N=C23)c1,.,.,1%,.,4%,3%,.,2%,.,-4%,4
Nc1nc(-c2cccc(Br)c2)cs1,2%,?,17%,2%,14%,?,24%,?,0%,?,-4
CCCCNC(=O)c1onc(CSc2ccc(F)cc2)c1C(=O)NCCCC,0%,-1%,0%,-3%,-4%,-15%,-4%,0%,.,-6%,-7
Cc1ccc(S(=O)(=O)N2CCOCC2)cc1NC(=O)COC(=O)Cc1cccs1,.,.,9%,.,1%,16%,.,10%,.,0%,8
COC(=O)c1nc(-c2ccc(C)cc2)oc1N(C)C,16%,19%,11%,?,1%,10%,0%,19µM*,-2%,10%,2
O=C(NCc1ccco1)c1cnn2c(C(F)(F)F)cc(-c3cccs3)nc12,18%,-29%,-1%,9%,19%,?,?,5%,1%,8%,-7
NS(=O)(=O)c1cccc(NC(=O)CC2(CC(=O)O)CCCC2)c1,-3%,30%,0%,3%,-4%,11%,-2%,-2%,-11%,-7%,-15
Cc1nc(N2N=C(c3ccc(Cl)cc3)CC2c2ccco2)sc1C(=O)N(C)C (centres undefined),41%[activator],14%,-1%,-9%,20%,?,-20%,15µM*,-7%,2%,-4
CC1CCc2nn(CC(=O)Nc3ccc(F)cc3F)cc2C1 (centres undefined),0%,15%,-1%,-2%,0%,?,2%,1%,0%,-1%,4
CCCn1c(SCC(=O)Nc2cc(Cl)ccc2Cl)n[nH]c1=O,-1%,3%,1%,5%,-3%,-8%,3%,5%,7%,3%,1
COc1cc([N+](=O)[O-])c(N2CCOCC2)c([N+](=O)[O-])c1OC,?,?,-1%,0%,16%,?,-6%,-8%,14%,1%,6
CN(C)CCOCCOc1ccc(Cl)cc1Br,1%,7%,1%,8%,-11%,-19%,-2%,-2%,-12%,-2%,3
CCOCCCNC(=O)CN1C(=O)COc2ccc(S(=O)(=O)N3CC(C)CC(C)C3)cc21 (centres undefined),-7%,-2%,1%,.,1%,13%,1%,1%,.,-1%,8
Cc1c(-c2cc(C(=O)O)c3ccccc3n2)cnn1C,1%,1%,-4%,1%,-3%,-12%,-1%,-19%,-2%,-1%,8
Nc1[nH]n2c(=O)cc(-c3ccccc3)nc2c1N=Nc1ccc(S(N)(=O)=O)cc1,?,11%,-3%,20%,-2%,9%,-11%,9.5µM*,?,-15%,-3
CC1(C)OCC(C2CC(c3ccccc3)NS(=O)(=O)O2)O1 (centres undefined),-7%,1%,-1%,-2%,1%,5%,0%,4%,2%,0%,-1
CCCCN1C(=S)NC[C@@H]1Cc1ccc(O)cc1,-15%,6%,0%,-3%,-28%,4%,-9%,3%,.,8%,2
CCn1nnc(-c2ccccc2NS(=O)(=O)c2ccc(C(=O)OC)cc2)n1,-1%,-16%,-1%,-3%,11%,?,-2%,2%,10%,-3%,5
COc1ccccc1C(=O)Nc1ccc2c(c1)nc1n2CCN(C2CCCCC2)C1,?,-14%,-1%,4%,-1%,1%,-15%,-17%,0%,-1%,2
CCOc1ccccc1C(=O)N1CCN=C1SC,-10%,0%,0%,-2%,-3%,-2%,3%,0%,3%,0%,3
CC(C)(C)N(Cc1ccccc1)C(=O)c1cc2ccccc2o1,-11%,.,0%,4%,1%,?,.,5%,?,0%,-10
CC(C)n1nc(C(=O)NCCCN2CCCC2=O)c2ccccc2c1=O,5%,18%,-8%,1%,2%,2%,2%,7%,.,11%,-10
CCCCCn1c(SCC(=O)c2ccccc2)nc2cc(C(=O)NCc3ccco3)ccc2c1=O,15%,2%,-2%,1%,1%,-5%,-9%,2%,4%,-8%,0
O=C(Nc1ccc(F)cc1)c1ccc(Cn2cnnn2)cc1,-2%,1%,0%,.,4%,7%,6%,-1%,-4%,6%,-1
Cc1ccccc1NC(=O)CCN1C(=O)c2ccccc2C1=O,14%,.,-8%,-4%,2%,-1%,.,4%,11%,0%,0
CSc1nc(O)c(C(c2ccccc2)c2c(O)nc(SC)[nH]c2=O)c(=O)[nH]1,0%,-20%,-5%,-1%[11.5 µM],4%,4%,-17%,5%,-7%,5%,1
COCCn1c(SCC(=O)Nc2cccc(NC(C)=O)c2)nc2c([nH]c3ccccc32)c1=O,?,-9%,5%,-2%,1%,?,7%,-1%,.,16%,.
Cc1c(C(=O)Nc2c(F)cccc2F)sc2ncn(CC(=O)N3CCCCC3)c(=O)c12,11%,-15%,-1%,-2%[0.46 µM],-11%,0%,0%,-1%,1%,11%,-1
NS(=O)(=O)c1ccc(N/N=C/c2cn(-c3ccccc3)nc2-c2cccs2)c([N+](=O)[O-])c1,4%,-11%,-7%,-3%,4%,-17%,1%,-17%,?,-38%[inhibitor],23
CC(=O)C1=C(c2ccccc2)NC(=O)NC1c1ccc2c(c1)OCO2 (centres undefined),-3%,8%[1.91 µM],0%,4%,0%,-4%,-8%,4%,-3%,1%,5
Cc1c(NC(=O)c2ccccc2N)cccc1C(=O)O,12%,-1%,1.3µM*,-4%,-1%,?,0%,9.5µM*,-5%,1.8µM*,-6
CCCOc1ccc(N2CC(C(=O)NCCc3ccc(OC)c(OC)c3)CC2=O)cc1 (centres undefined),7%,7%,-10%,-7%,2%,5%,-4%,0%,0%,-6%,-13
CCOc1ccc(N2C(=O)CC(SC(=NC)Nc3cccc(F)c3)C2=O)cc1 (centres undefined),12%,-5%,0%,13%,-1%,-22%,0%,-1%,?,4%,15
COc1ccc(Nc2nc(C)cc(=O)[nH]2)cc1,-5%,4%,-4%,9%,-2%,5%,-4%,3%,-5%,0%,-1
CCCOc1ccc(CNC(=S)NCc2ccc(OC(C)C)cc2)cc1,.,7.1µM*,1%,4%,-11%,-7%,7.1µM*,4%,3%,1%,3
Cc1ccccc1NC(=O)N1CCCN(c2ccc(C#N)cn2)CC1,1%,-17%,-1%,.,10%,?,-6%,0%,-2%,-1%,-1
O=c1cc(-c2ccccc2)c2ccccc2[nH]1,-12%,-20%,1%,-5%,0%,-1%,-3%,0%,5%,2%,-10
COc1ccc(CCNCC2C(Oc3ccc(Cl)cc3)C(=O)N2c2ccccc2C)cc1OC (centres undefined),-2%,-28%,-1%,1%,0%,?,?,-3%,-2%,4%,-19
CCc1c(C(=O)N/N=C/c2ccc(C)o2)csc1C,28%,?,-1%,10%,-6%,-6%,?,?,-3%,-4%,-3

# Screens deposited in PubChem by National Center for Advancing Translational Sciences (NCATS).

# These rows are one share of the data; count on the stated rates, not on these rows.
